Screening results: PubChem, National Center for Advancing Translational Sciences (NCATS)
FBPA Giardia inh = qHTS Assay for Inhibitors of Fructose-1,6-bisphosphate Aldolase from Giardia Lamblia | A8B2U2 | purified Giardia FBPA | Potency, µM (highest dose often 59.6 µM), for the others: at the top dose activity, negative = inhibition, usual class: inhibitors | hit rate 0.71% among 290,000; note: potency is the fitted concentration of half-maximal effect; nearly all actives have a fitted effect of over 55% in size
Target sequence (A8B2U2 whole entry, looked up): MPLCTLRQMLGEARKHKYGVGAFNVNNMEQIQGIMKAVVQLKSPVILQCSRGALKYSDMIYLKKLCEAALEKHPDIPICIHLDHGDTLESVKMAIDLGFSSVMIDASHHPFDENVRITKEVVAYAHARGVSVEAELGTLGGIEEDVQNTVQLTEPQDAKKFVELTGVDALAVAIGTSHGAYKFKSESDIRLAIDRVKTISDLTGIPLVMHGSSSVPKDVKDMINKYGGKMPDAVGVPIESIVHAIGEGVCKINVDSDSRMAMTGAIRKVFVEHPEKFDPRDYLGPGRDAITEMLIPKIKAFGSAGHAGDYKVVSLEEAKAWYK
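Giardia FBPA (40 nM reagent) was preincubated 10 min at RT with compound (up to 57.5 uM final), then substrate plus GAPDH/TPI/NAD/arsenate coupling system with diaphorase/resazurin was added; resorufin fluorescence (525/598 nm) was read after 20 min.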
Sm TGR inh = qHTS Assay for the Inhibitors of Schistosoma Mansoni Peroxiredoxins; purified TGR, DTNB reduction, TNB absorbance 405 nm; Schistosoma mansoni thioredoxin glutathione reductase (TGR), Q962Y6; Potency, µM (doses to about 114 µM), for inactives: at the highest dose activity change, negative = inhibition, hits mostly inhibitors; hit rate 3% among 360,000; note: potency is the fitted concentration of half-maximal effect; nearly all actives have a fitted effect of over 60% in size
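First, TGR (20 nM dispensed) and NADPH were mixed with compound. Second, a 15 min room-temperature incubation followed. Third, further NADPH and then DTNB were added to start the reaction. Finally, TNB absorbance was monitored kinetically.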
AMA1 RON2 block = qHTS for Inhibitors of AMA1-RON; Towards Development of Antimalarial Drug Lead: Primary Screen | Potency, µM (series often up to 58.2 µM), without a hit: at the highest dose activity change, negative = inhibition, usual class: inhibitors | AlphaScreen AMA1-biotinylated RON2 peptide binding | hit rate 0.2% among 360,000 | Plasmodium falciparum AMA1 (3D7) - RON2 peptide interaction;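 note: potency is the fitted concentration of half-maximal effect; 0% = vehicle wells and -100% = peptide control; nearly all actives have a fitted effect of over 45% in size; some results filed as inactive show a strong effect at the top dose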
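AMA1 (3D7) with his tag at 25 nM final met compounds first, then biotinylated RON2 peptide at 25 nM; detection used donor plus acceptor beads, 10 µg/mL apiece, read by AlphaScreen after 30 min at room temperature.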
HCMV antiviral = qHTS Assay for inhibitors of the human cytomegalovirus (HCMV) | HFF cells, HCMV-luciferase reporter, 72 h; active compounds read low | activity change, negative = inhibition, % at 57.5 µM | hit rate 4.5% among 410,000 | AID 1259415, 2018; in the data active = activity change below about -60%; inconclusive = no clear call, values can overlap the other calls; inactive = above about -39%
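Compounds were evaluated in HFFs infected with an HCMV luciferase reporter virus (MOI 1 PFU/cell). Luciferase in lysates collected 72 h post infection served as the replication measure.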
AmpC inh detg = qHTS Inhibitors of AmpC Beta-Lactamase (assay with detergent). Potency, µM (highest dose often 114 µM), inactives show at the top dose activity change, negative = inhibition, hits mostly inhibitors. hit rate 0.041% among 370,000. AID 485294, 2010. AmpC hydrolysis of nitrocefin, absorbance 480 nm, 0.01% Triton. P00811;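 note: potency is the fitted concentration of half-maximal effect; 0% = no-compound wells and -100% = no-enzyme wells; nearly all actives have a fitted effect of over 25% in size; some results filed as inactive show a strong effect at the top dose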
Target sequence (P00811 whole entry, looked up): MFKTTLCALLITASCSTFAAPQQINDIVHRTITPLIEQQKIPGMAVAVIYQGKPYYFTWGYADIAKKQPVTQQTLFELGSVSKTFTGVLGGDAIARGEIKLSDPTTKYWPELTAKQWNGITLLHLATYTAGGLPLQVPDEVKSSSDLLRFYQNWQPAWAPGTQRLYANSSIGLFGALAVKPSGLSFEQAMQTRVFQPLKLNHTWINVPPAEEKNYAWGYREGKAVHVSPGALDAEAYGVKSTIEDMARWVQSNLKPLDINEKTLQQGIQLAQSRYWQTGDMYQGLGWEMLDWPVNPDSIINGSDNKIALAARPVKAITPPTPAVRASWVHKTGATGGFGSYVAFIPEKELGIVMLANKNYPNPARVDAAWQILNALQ
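20 mM phosphate pH 7.0 + 0.01% (detergent screen) or 0.0001% Triton X-100; 5.3 nM AmpC reagent; cpd preinc 15 min RT; nitrocefin (800 uM stock) to start; A480 q20 s × 4 min; Activity was normalised to no-enzyme and no-compound control wells.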
HCV inh = qHTS Assay for Inhibitors of Hepatitis C Virus (HCV); Huh7.5.1 HCVcc-Cre infection, luciferase reporter, 44 h; Potency, µM (titrated, usually from 41.8 µM), for inactives: top-dose activity change, negative = inhibition, most hits filed as inhibitors; hit rate 3.4% among 340,000; AID 651820, 2012; note: potency is the fitted concentration of half-maximal effect
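Cells seeded at 1,000/well and cultured 4 h, then compounds added followed by HCVcc-Cre virus (~0.5 moi). After 44 h further culture, luciferase substrate was added, plates held 15 min at room temperature, and luminescence read for 15 sec.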
Active calls of the source: *; ? = inconclusive; . = no result given; & = joins results of further samples; [ ] = another dose, or the depositor's remark. Unless noted, calls come from the whole dose curve; as a rule, active = well fitted curve in the direction sought with a large enough effect; inconclusive = small, poorly fitted or top-dose-only effect, or another doubt; inactive = no such curve, though single readings can be large; an effect the other way counts as inactive or inconclusive. Unless noted, % is set by controls: 0 for no effect and ±100 for the full control effect. Compounds as they come; 9.3% or so of the library scored in one or more.

1) O=c1[nH]c(SCc2ccccc2Cl)nc2c1CCC2
2) O=C(Nc1ccccc1OC(F)F)c1ccccc1
3) O=C(O)[C@@H]1CCCN1C(=O)CCc1c[nH]c2ccccc12
4) CCOC(=O)c1cccc(Nc2cc(C)nc(C)n2)c1
5) Cc1cc(C)c(C)c(OCCNCc2ccccc2)c1
6) O=C(CCn1c(=O)[nH]c2ccccc2c1=O)Nc1ccccc1

compound no.,1,2,3,4,5,6
FBPA Giardia inh,-11%,8%,8%,.,?,4%
Sm TGR inh,0%,-7%,6%,-1%,0%,1%
AMA1 RON2 block,15%,16%,-2%,.,-3%,-3%
HCMV antiviral,18,-15,41,9,25,20
AmpC inh detg,-6%,1%,0%,15%,-4%,3%
HCV inh,-21%,8%,19%,.,?,-13%

7) COc1cc(SC)ccc1C(=O)OCC(=O)NCC(C)C
8) CC(=O)C1CCC2C3CC(C)C4(O)CC(=O)CCC4(C)C3C(O)CC12C (configuration not stated)
9) NC(=O)c1ccc2nc(-c3ccccc3)c(-c3ccccc3)nc2c1
10) COc1ccccc1NC(=O)NNC(=O)COc1ccc2ccccc2c1
11) N#Cc1ccc(NC(=O)CN2C(=O)NC(Cc3ccccc3)C2=O)cc1 (configuration not stated)
12) COc1ccccc1Nc1nc(N)nc(CSc2nccn2C)n1

compound no.,7,8,9,10,11,12
FBPA Giardia inh,0%,.,12%,.,3%,-4%
Sm TGR inh,1%,.,1%,2%,-5%,38%[activator]
AMA1 RON2 block,-2%,1%,6%,126%[activator],29%,-1%
HCMV antiviral,-19,-6,-12,1,-6,-28
AmpC inh detg,-1%,.,-16%,0%,?,4%
HCV inh,12%,9%,-8%,-1%,21%,0%

13) CN(C)/C=C/C(=O)c1ccc([N+](=O)[O-])c(CS(=O)(=O)c2ccc(Cl)cc2)c1
14) O=C(CN(C(=O)CSc1nnc(COc2ccccc2)o1)c1ccc(F)cc1)NC1CCCC1
15) O=c1nc(-c2ccccc2)n(-c2ccccc2)[nH]1
16) CNC(=O)c1c(NC(=O)c2ccc(S(=O)(=O)N3CCCCC3)cc2)sc2c1CCN(C(C)C)C2
17) COc1ccc2nc3cc(Cl)ccc3c(C#N)c2c1
18) Cc1[nH]n(C(N)=S)c(=O)c1N=Nc1ccc(S(=O)(=O)N2CCCCCC2)cc1

compound no.,13,14,15,16,17,18
FBPA Giardia inh,-1%,2%,-22%,-26%,-8%,?
Sm TGR inh,-5%,-3%,-4%,-18%,12%,-3%
AMA1 RON2 block,-6%,1%,10%[2.32 µM],-9%,4%,54%[activator]
HCMV antiviral,-6,-31,-24,-27,-21,24
AmpC inh detg,?,3%,?,?,-15%,?
HCV inh,17%,?,6%,-14%,11%,1%

19) COc1ccccc1NS(=O)(=O)c1cc(NC(=O)CCC2CCCC2)ccc1N1CCOCC1
20) C=C(C)CN(Cc1ccccc1)C(=S)Nc1ccccc1
21) COc1cc(NC(=O)COc2ccc(C)c(C)c2)ccc1NC(=O)c1ccco1
22) Cc1ccc(S(=O)(=O)N2[C@@H](c3ccc(C(C)(C)C)cc3)C(C(=O)O)=CC[C@H]2c2ccc(Cl)c(Cl)c2)cc1
23) c1ccc(CCC2CCCCN2Cc2nc(C3CC3)no2)cc1 (configuration not stated)
24) Cc1sc2ncnc(NC3CCN(Cc4ccccc4)CC3)c2c1C

compound no.,19,20,21,22,23,24
FBPA Giardia inh,?,-21%,-14%,.,6%,-1%
Sm TGR inh,9%,-13%,-25%,.,-1%,-1%
AMA1 RON2 block,-5%,-4%,-20%,3%,1%,-1%
HCMV antiviral,-104*,-18,-20,-27,-3,-81*
AmpC inh detg,0%,-8%,0%,.,-4%,-6%
HCV inh,10%,-13%,?,20%,18%,1µM*

A draw from above in order of SMILES length, smallest number first:
24) Cc1sc2ncnc(NC3CCN(Cc4ccccc4)CC3)c2c1C
21) COc1cc(NC(=O)COc2ccc(C)c(C)c2)ccc1NC(=O)c1ccco1
19) COc1ccccc1NS(=O)(=O)c1cc(NC(=O)CCC2CCCC2)ccc1N1CCOCC1
18) Cc1[nH]n(C(N)=S)c(=O)c1N=Nc1ccc(S(=O)(=O)N2CCCCCC2)cc1

compound no.,24,21,19,18
FBPA Giardia inh,-1%,-14%,?,?
Sm TGR inh,-1%,-25%,9%,-3%
AMA1 RON2 block,-1%,-20%,-5%,54%[activator]
HCMV antiviral,-81*,-20,-104*,24
AmpC inh detg,-6%,0%,0%,?
HCV inh,1µM*,?,10%,1%

(cont.)
25) O=C(c1ccccc1)c1ncc(C(F)(F)F)cc1Cl
26) COC(=O)CN1C(=O)N/C(=C/c2ccccc2OC)C1=O
27) COc1ccccc1N(CC(=O)Nc1cc(S(=O)(=O)N(C)C)ccc1C)S(=O)(=O)c1cccs1
28) O=C1NC(=O)C2=Cc3ccc(O)cc3OC2(O)N1 (configuration not stated)
29) O=C(CCN1C(=O)COc2ccccc21)NCCN1CCOCC1
30) O=C(c1ccco1)n1nc(-c2ccccc2)nc1SCc1ccccc1

compound no.,25,26,27,28,29,30
FBPA Giardia inh,-6%,5%,.,-6%,-1%,-4%
Sm TGR inh,2%,-5%,.,-36%,7%,0%
AMA1 RON2 block,6%,10%,9%,.,25%,-5%
HCMV antiviral,-2,-1,-5,.,4,48
AmpC inh detg,?,-8%,.,7%,-7%,-1%
HCV inh,19%,1%,-16%,.,1%,6%

31) CCOC(=O)C(NC=O)(NC(C)(C)C)C(=O)OCC
32) CN(C(=O)CSc1nnc2[nH]c(=O)cc(-c3ccccc3)n12)c1ccccc1
33) CCn1c(CS(=O)Cc2ccc(Cl)cc2Cl)nnc1SCc1c(Cl)cccc1Cl (configuration not stated)
34) CC1CCN(C(=O)Cn2c(-c3cccs3)cc3cc(Cl)ccc32)CC1
35) COc1ccnc(Nc2cccc(C)c2)c1C#N
36) CCc1nnc(N/N=C/c2cc(C)c(C)cc2C)n1N

compound no.,31,32,33,34,35,36
FBPA Giardia inh,14%,.,0%,.,-18%,13µM*
Sm TGR inh,-4%,-5%,-17%,2%,-3%,?
AMA1 RON2 block,0%,.,0%,.,7%,33%[activator]
HCMV antiviral,-15,-28,0,-23,35,17
AmpC inh detg,-7%,-13%,0%,18%,-9%,?
HCV inh,10%,.,?,.,-6%,5%

37) COc1ccc(NC(=O)CN2CCN(S(=O)(=O)c3ccc(Br)cc3)CC2)cc1
38) CC(C)N1CCC(N2CCN(Cc3ccc(-c4ccc(Cl)cc4)o3)CC2CCO)CC1 (configuration not stated)
39) CCc1nn2c(=O)cc(COC(=O)c3ccccc3NC(=O)c3cccs3)nc2s1
40) O=C(CCN1CCCO1)NC1CCCc2c1cnn2-c1ccccc1F (configuration not stated)
41) CC1=C(C(=O)OCc2ccccc2)C(c2ccc(Cl)cc2Cl)NC(=O)N1CCCCCC(=O)O (configuration not stated)
42) CCCCNCCOCCOc1ccc(F)cc1

compound no.,37,38,39,40,41,42
FBPA Giardia inh,.,3%,.,.,10%,-19%
Sm TGR inh,6%,13µM*,5%,8%,-20%,?
AMA1 RON2 block,.,-6%,.,-1%,-2%,-6%
HCMV antiviral,3,29,52,-17,.,-9
AmpC inh detg,-1%,4%,-2%,?,?,-10%
HCV inh,.,4µM*,.,-20%,3%[8.37 µM],-5%

43) C=CCn1c(SCC(=O)NC2CCS(=O)(=O)C2)nc2scc(C3CC3)c2c1=O (configuration not stated)
44) COc1ccccc1NC(=O)CN(Cc1ccco1)C(=O)c1cc2ccccc2o1
45) O=C(O)c1ccc(/C=N/Nc2ncc(C(F)(F)F)cc2Cl)cc1
46) CC(=O)c1cccc(CN2CCC(C(=O)Nc3ccc(Oc4cccnc4)cc3)CC2)c1
47) CNCCCCOc1ccc(C(C)(C)C)cc1Cl
48) C[C@@]12CC(=O)NC1N(C(=O)c1ccccc1)C(c1ccccc1OC(=O)c1ccccc1)C2 (some centres not stated)

compound no.,43,44,45,46,47,48
FBPA Giardia inh,0%,-1%,-25%,.,?,0%
Sm TGR inh,-27%,22µM*,5%,-16%,3%,-20%
AMA1 RON2 block,-6%,.,13%,-28%,-17%,-16%
HCMV antiviral,97,.,-5,?,?,13
AmpC inh detg,-18%,-15%,7%,-4%,-3%,0%
HCV inh,7%,.,18%,?,?,14%

49) COc1cccc(CN2CC(C(=O)N3CCCO3)CCC2=O)c1 (configuration not stated)
50) O=C(c1ccccc1)C1CCc2occc2C1=O (configuration not stated)
51) CCOC(=O)C1=C(CS(=O)(=O)c2ccccc2)NC(=O)NC1c1cccc(OC)c1 (configuration not stated)
52) OCCn1c(SC2CCCCC2)nc2ccccc21
53) CCN(CC)c1ccc(NC(=O)c2cc(Cl)ccc2OC)cc1
54) CC1C(=O)C(C)(C)C(=O)OC1c1ccccc1 (configuration not stated)

compound no.,49,50,51,52,53,54
FBPA Giardia inh,4%,-6%,6%,-9%,-6%,0%
Sm TGR inh,-5%,-5%,-1%,0%,-7%,-1%
AMA1 RON2 block,-7%,-27%,9%,-4%,?,-7%
HCMV antiviral,-24,13,?,8,125,-39
AmpC inh detg,?,0%,-1%,?,3%,4%
HCV inh,11%,19%,2%,-1%,?,7%

55) Clc1cc2cccnc2c2ccccc12
56) CN1CC(=O)N(CC(=O)NCc2ccc3c(c2)OCO3)C1=O
57) Cc1ccc2[nH]c(=O)c3cc(C(=O)N(C)c4ccc(C)c(C)c4)sc3c2c1
58) CCN1C(=O)C(O)(CC(=O)c2c(C)coc2C)c2ccccc21 (configuration not stated)
59) Cc1ccc(Cn2cc(C(=O)c3ccc(F)cc3)c(=O)c3cc4c(cc32)OCCO4)cc1
60) Nc1ccc(-c2nc3ccc(-c4nc5ccccc5o4)cc3[nH]2)cc1
61) COc1ccc(C2NC(=O)NC(C)=C2C(=O)OC2CCCCC2)cc1OC (configuration not stated)
62) COc1cccc(Cc2nc3ccccc3nc2SCC(=O)N2CCc3ccccc32)c1

compound no.,55,56,57,58,59,60,61,62
FBPA Giardia inh,-6%,0%,4%,-9%,-1%,5%,0%,.
Sm TGR inh,0%,0%,-4%,-13%,2%&-9%,1%,2%,-3%
AMA1 RON2 block,25%,8%,-1%,-10%,-14%,0%,2%,.
HCMV antiviral,-18,-102*,-61*,13,-4&-19,15,2,61
AmpC inh detg,?,-11%,-5%,1%,?,?,2%,4%
HCV inh,-9%,14%,-26%,4%,?,?,-1%,.
